Screening results as filed in PubChem.
MEKK2 WT-MEK5 = raises or lowers MEK5 binding to wildtype human MEKK2 PB1 domain. AID 1531. bead flow cytometry, Alexa488-MEK5 binding to MEKK2 WT; actives lie on both sides. Q9Y2U5. binding response (% of control), % at 10 µM. 290,000 tested, 1.1% active; in the data active = binding response below about 67% or above about 130%
NALP1 yeast inh = NALP1 inhibition | AID 2071 | 280,000 tested, 0.61% active | S. cerevisiae NALP1/ASC/caspase-1 growth, X-gal OD620, 72 h | inhibition, % at 10 µM; in the data active = inhibition mostly above about 24%, no sharp cut-off; inactive = mostly below about 32%; also: some compounds called inactive have numbers as strong as hits
GPR7 antagonist = antagonists of human GPR7 (neuropeptides B/W receptor 1); P48145; 290,000 tested, 1.1% active; GPR7-expressing cells, fluorescence antagonist assay; inhibition, % at 4.4 µM; in the data active = inhibition above about 16%, passing the limit was not always enough;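 also: cells stimulated with the agonist NPW; 0% = agonist with vehicle and 100% = vehicle without agonist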
Target sequence (P48145 whole entry, looked up): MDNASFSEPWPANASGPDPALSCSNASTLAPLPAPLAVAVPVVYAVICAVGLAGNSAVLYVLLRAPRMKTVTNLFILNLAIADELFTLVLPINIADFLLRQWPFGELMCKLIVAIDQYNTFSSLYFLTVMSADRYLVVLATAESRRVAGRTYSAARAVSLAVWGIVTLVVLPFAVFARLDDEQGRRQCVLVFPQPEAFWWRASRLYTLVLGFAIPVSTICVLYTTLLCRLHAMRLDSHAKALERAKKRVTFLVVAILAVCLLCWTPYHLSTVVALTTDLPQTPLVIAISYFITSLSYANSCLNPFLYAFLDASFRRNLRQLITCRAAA
OXTR agonist = human OXTR agonism; P30559; CHO-OTR cells, Fluo-8 calcium fluorescence; normalized: DMSO 0%, oxytocin 100%; 320,000 tested, 0.32% active; activation, % at 3 µM;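 active = activation above the mean of all tested compounds plus 3 SD, cutoff set per screening run, cut at about 20% in these data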;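 also: peak over basal fluorescence ratio from a 100 s FLIPR kinetic read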
Target sequence (P30559 whole entry, looked up): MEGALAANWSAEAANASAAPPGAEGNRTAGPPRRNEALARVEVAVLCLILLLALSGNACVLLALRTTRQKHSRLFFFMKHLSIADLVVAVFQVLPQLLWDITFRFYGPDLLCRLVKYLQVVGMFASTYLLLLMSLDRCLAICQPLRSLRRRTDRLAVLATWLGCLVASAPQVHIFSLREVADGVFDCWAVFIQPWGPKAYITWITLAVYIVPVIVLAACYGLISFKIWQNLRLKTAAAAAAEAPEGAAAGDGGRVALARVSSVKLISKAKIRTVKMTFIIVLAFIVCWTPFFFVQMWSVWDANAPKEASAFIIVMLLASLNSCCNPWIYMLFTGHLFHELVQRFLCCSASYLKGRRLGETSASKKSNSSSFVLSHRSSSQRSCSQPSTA
OXTR potentiator = potentiates the human oxytocin receptor response; CHO-OTR cells, Fluo-8 calcium fluorescence, potentiator mode; 0% = oxytocin EC15, 100% = EC100; activation, % at 3 µM; P30559; 320,000 tested, 0.061% active;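 active = activation above that plate's cutoff, the mean activation of tested compounds plus 3 SD, cut at about 6.6% in these data, passing the limit was not always enough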;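 also: 100% uses oxytocin at 75 nM as the full agonist control; some results filed as inactive read as strong as hits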
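assay system = CHO-OTR cells, human receptor | schedule = compound 6 min at room temperature before oxytocin, 100 s read | detection = Fluo-8 intracellular calcium fluorescence, ex 470-495, em 515-575 nm | evaluation = normalized max/min fluorescence ratio, % activation | control set = EC15 oxytocin alone as 0%, 75 nM oxytocin (EC100) as 100%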
PfM18AAP inh = blocks P. falciparum M18 aspartyl aminopeptidase; recombinant PfM18AAP, H-Glu-NHMec fluorogenic cleavage; inhibition, % at 7.35 µM; 290,000 tested, 1.2% active;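 active = inhibition above the campaign mean inhibition over all tested compounds plus 3 SD, cut at about 28% in these data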;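 also: 0% = plate median of test compound wells and 100% = 2 mM ZnCl2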
V1aR counter = counter-screen for oxytocin receptor agonists: human V1a receptor agonists. P37288. CHO-V1R cells, Fluo-8 calcium fluorescence, agonist mode; 0% DMSO, 100% 3 nM vasopressin. activation, % at 3 µM. 320,000 tested, 0.25% active. AID 2797;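 active = activation above the mean activation of all tested compounds plus 3 SD, per screening run, cut at about 20% in these data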;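 also: signal is peak over basal fluorescence ratio across a 100 second FLIPR read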
MEKK2 mut-MEK5 = signal of MEK5 binding to mutant human MEKK2 PB1 domain; bead flow cytometry, Alexa488-MEK5 binding to MEKK2 mutant; percent response, % at 10 µM; 290,000 tested, 0.35% active; in the data active = percent response above about 24%, passing the limit was not always enough; also: inactives centre near 1; some results filed as inactive read as strong as hits
GalR3 antag = blocks the human galanin receptor 3. O60755. HEK293 GalR3-CNG cAMP membrane potential fluorescence; galR3 body fused to GalR1 C-terminus. inhibition, % at 3 µM. 360,000 tested, 0.44% active. AID 651719;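 active = inhibition above the screen-wide average plus 3 SD, cut at about 13% in these data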;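 also: forskolin and galanin both at EC90 stimulate the cells; cAMP rise reported by CNG channel membrane potential dye signal; 0% = forskolin plus galanin with DMSO and 100% = forskolin alone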
Target sequence (O60755 1-299 limits assumed): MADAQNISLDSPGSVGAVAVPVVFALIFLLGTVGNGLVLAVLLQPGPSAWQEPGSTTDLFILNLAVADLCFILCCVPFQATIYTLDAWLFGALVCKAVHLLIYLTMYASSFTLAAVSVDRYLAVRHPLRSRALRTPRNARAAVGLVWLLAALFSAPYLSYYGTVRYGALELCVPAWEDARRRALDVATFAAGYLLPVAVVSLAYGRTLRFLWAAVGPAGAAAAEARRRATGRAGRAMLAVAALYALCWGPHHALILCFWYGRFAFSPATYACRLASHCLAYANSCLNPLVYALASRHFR
An asterisk follows results filed as active; x = not tested or not shown.

SMILES	MEKK2 WT-MEK5	NALP1 yeast inh	GPR7 antagonist	OXTR agonist	OXTR potentiator	PfM18AAP inh	V1aR counter	MEKK2 mut-MEK5	GalR3 antag
CNC(=O)COc1coc(CN2CCN(c3ccccc3)CC2)cc1=O	107	-12	-6	1.0	1	2	0.6	6	-7
O=C(/C=C/c1cnc2ccccc2n1)NC1CCCCCC1	99	30	-3	-1.0	-1	-19	0.9	-1	0
COc1ccc(C(C(O)C(=O)c2c[nH]c3ccccc23)N2CCN(c3ccc(OC)cc3)CC2)cc1 (stereo unspecified)	105	15	1	10	-12	15	5.8	4	-5
COc1ccc(CSc2nncn2N)cc1[N+](=O)[O-]	105	14	-15	0.1	-5	0	0.9	1	-2
COc1ccc(C(=O)c2ccccc2)c2c(O)ccc(C(=O)c3ccccc3)c12	99	26	-5	5.2	-27	8	4.2	5	-3
Cc1ccc(CC(NC(=O)c2ccccc2)C(=O)NC(C)C(=O)O)cc1 (stereo unspecified)	98	0	-1	0.8	0	-6	0.7	6	-4
COc1ccc(CC(=O)Nc2cccc(-c3ccc4nncn4n3)c2)cc1OC	98	5	-13	2.5	-5	-3	1.5	-2	-2
CCOC(=O)N1CCN(CCC(=O)Nc2ccccc2)CC1	109	15	-16	-0.2	-9	-6	0.3	2	-11
CCCn1c(SCC(=O)Nc2c(C)cccc2C)nnc1C(C)C	110	-14	12	0.9	-8	2	0.8	3	-3
CCN(CC)S(=O)(=O)c1ccc(NC(=S)NC(=O)CC(C)C)cc1	100	18	-1	0.6	-15	-1	3.5	-3	-5
COc1ccc(C(=O)c2ccc(OC)cc2OC)cc1	101	x	-8	-2.5	-9	0	-2.6	1	-7
O=C(COC(=O)CNC(=O)c1ccc(Cl)c([N+](=O)[O-])c1)NCC1CCCO1 (stereo unspecified)	x	x	x	2.1	4	x	0.3	x	0
CCOC(=O)c1sc2nc(C)c([N+](=O)[O-])c(COC)c2c1N	96	19	-18	-0.6	-8	3	-0.8	-5	4
COc1ccc(C(=O)OCC(=O)c2ccc[nH]2)cc1	x	x	x	5.7	-4	x	2.5	x	4
O=C(Nc1ccccc1C(=O)Nc1ccncc1)c1ccc([N+](=O)[O-])cc1	109	-2	4	0.6	-12	2	0.4	0	-6
CN1CN(C)c2cccc3cccc1c23	81	-54	-5	-2.0	1	5	-0.8	-11	0
Oc1ccc2[nH]cnc2c1CN1CCCCC1	105	18	16	0.1	-4	0	0.7	3	-4
CCCCc1nc2sc3c(c2c(=O)[nH]1)CCC3	112	-2	-6	-2.2	-3	-1	-0.5	11	-2
CC(C)C(=O)Nc1nnc(SCC(=O)NCc2ccc3c(c2)OCO3)s1	104	17	-2	-1.2	-8	5	-1.2	-1	-3
O=C(Cn1c2[n+](c3ccccc31)CC(O)CS2)c1ccccc1 (stereo unspecified)	87	8	-4	0.6	-3	6	-0.2	-7	1
Cc1ccc(OCC(=O)NCCc2nc3ccccc3[nH]2)c(C)c1	97	-21	-9	1.7	-6	-11	1.3	-2	-6
COCCN(C(=O)C(C)C)c1nnc(-c2ccc(C(C)(C)C)cc2)s1	102	4	-5	-0.3	-5	-1	-0.4	-5	4
CCn1c(=O)c(-c2nc3ccccc3[nH]2)c(O)c2ccccc21	96	17	7	-2.1	-5	-7	-0.5	-2	0
CCOC(=O)CN(C(=O)CSc1nnc(CNc2ccc(F)cc2)o1)c1ccccc1	107	8	4	2.7	-13	-7	3.9	5	0
O=c1oc2c(CN3CCN(CCO)CC3)c(O)ccc2cc1-c1ccccn1	97	x	-12	1.5	0	13	-0.2	-4	-6
O=C(c1noc2c1CCCCC2)N1CCOCC1	93	3	-8	0.7	-2	-5	-0.5	-7	x
Clc1ccc(-c2cn3c(n2)-c2ccccc2C3)cc1Cl	103	27	-3	-2.2	-7	2	0.2	18	-5
COc1ccc(C2=NN(C(=O)CCCC(=O)O)C(c3cccs3)C2)cc1OC (stereo unspecified)	95	-7	-10	-0.7	-12	-3	-0.6	-3	-3
O=C(CN(Cc1ccc(Cl)cc1)C(=O)CNS(=O)(=O)c1ccc(F)cc1)NCC1CCCO1 (stereo unspecified)	104	4	0	-0.2	0	2	0.5	6	-7
O=C(O)c1ccc(Nc2cccc(F)c2)c([N+](=O)[O-])c1	99	10	7	0.5	-6	-2	0.2	2	-10
CCOc1c(C(N)=O)cc([N+](=O)[O-])cc1[N+](=O)[O-]	101	33	-4	0.5	0	0	0.8	0	-5
CCCC(=O)N1CCN(c2ccc(NC(=O)c3cccs3)cc2)CC1	60	9	-10	-0.5	-14	2	0.3	-12	-8
Cc1nn2c3c(cnc2c1-c1ccccc1)C(=O)CC(c1ccccc1)C3 (stereo unspecified)	97	-9	-23	-0.3	-5	13	0.4	2	-2
CCOc1ccc(OCC)c(NC(=O)CN(C)S(=O)(=O)c2ccc3nc(C)sc3c2)c1	91	32	-7	-2.2	-15	-3	-0.5	-2	-10
O=C(Nc1cccc([N+](=O)[O-])c1)C(=O)N1CCCCC1	91	6	-10	0.0	-2	-13	0.9	-13	-3
NNC(=O)CNc1ccccc1Cl	91	-14	-1	-1.0	-9	3	0.2	-9	-3

Structures listed so far with a Cl atom (4):
SMILES	MEKK2 WT-MEK5	NALP1 yeast inh	GPR7 antagonist	OXTR agonist	OXTR potentiator	PfM18AAP inh	V1aR counter	MEKK2 mut-MEK5	GalR3 antag
O=C(COC(=O)CNC(=O)c1ccc(Cl)c([N+](=O)[O-])c1)NCC1CCCO1 (stereo unspecified)	x	x	x	2.1	4	x	0.3	x	0
Clc1ccc(-c2cn3c(n2)-c2ccccc2C3)cc1Cl	103	27	-3	-2.2	-7	2	0.2	18	-5
O=C(CN(Cc1ccc(Cl)cc1)C(=O)CNS(=O)(=O)c1ccc(F)cc1)NCC1CCCO1 (stereo unspecified)	104	4	0	-0.2	0	2	0.5	6	-7
NNC(=O)CNc1ccccc1Cl	91	-14	-1	-1.0	-9	3	0.2	-9	-3

Next part:
SMILES	MEKK2 WT-MEK5	NALP1 yeast inh	GPR7 antagonist	OXTR agonist	OXTR potentiator	PfM18AAP inh	V1aR counter	MEKK2 mut-MEK5	GalR3 antag
CCOC(=O)Cc1csc(NC(=O)c2ccc(Br)s2)n1	93	39*	-6	8.7	-7	-9	5.8	3	x
O=C(Nc1cccc(C(F)(F)F)c1)c1ccccc1NC(=O)C1CCCCC1	93	15	-15	-1.4	-4	-9	-0.4	-3	-2
COC(=O)CCN(C(=O)c1cccc(OC(C)=O)c1)c1ccccn1	115	16	-6	0.7	-4	-4	0.7	5	-1
CC1CCN(S(=O)(=O)c2ccc(N=NC3=C(O)CC(C)(C)CC3=O)cc2)CC1	97	21	-4	0.4	-6	-9	-0.3	-2	-1
Cc1ccc(C(=O)N(C)Cc2ccc(N3CCOCC3)cc2)cc1S(=O)(=O)NCc1ccccc1	x	x	x	-0.2	-1	x	2.6	x	1
O=[N+]([O-])c1cc(/C=N/n2c(-c3cccnc3)n[nH]c2=S)ccc1Cl	94	16	17	-0.6	-9	14	0.0	-3	2
Cc1ccc(S(=O)(=O)NCc2ccccc2)cc1C(=O)N1CCCCCCC1	x	x	x	-1.7	-6	x	1.3	x	-1
Cc1ccc(SCC(=O)OCC(=O)Nc2ccc3[nH]c(=O)[nH]c3c2)cc1C	x	x	x	0.8	-6	x	-1.1	x	-3
Cc1ccc(S(=O)(=O)Cn2nnnc2C(CC(C)C)N2CCC(C(N)=O)CC2)cc1 (stereo unspecified)	99	25	7	1.2	-6	-6	2.3	-7	-6
Cc1ccccc1NC(=O)Cn1nnc(S(=O)(=O)c2ccc(C(C)(C)C)cc2)c1N	93	31	28*	10	0	-7	7.4	-3	2
Cc1ccc(-c2cc(=O)c3cc(C)ccc3[nH]2)cc1	100	17	-1	-0.7	1	3	-0.9	-4	-6
CN(Cc1ccccc1)C(=O)c1ccc2c(c1)NC(=O)C(N1CCOCC1)S2 (stereo unspecified)	105	14	-10	x	x	-2	x	6	-2
COCCNC(=O)CSc1nc2sccc2c(=O)n1-c1ccccc1	101	5	-8	0.3	-7	-5	-0.6	-3	1
COc1ccc(Cl)cc1NC(=O)CCCN1C(=O)CCC1=O	78	-4	-6	-0.3	-3	6	1.0	-7	0
CCC1CCCCN1C(=O)CCc1nnc(Cc2cc(OC)ccc2OC)o1 (stereo unspecified)	89	x	12	1.0	-5	-2	-0.9	-3	-6
COc1ccccc1C1/C(=C(/O)c2ccccc2)C(=O)C(=O)N1CC(C)C (stereo unspecified)	107	3	2	-0.8	-3	-5	-0.2	5	-2
Clc1cc(Cl)c(OCc2nc(-c3ccccn3)no2)cc1Cl	94	15	-11	-0.1	-16	-2	0.0	0	3
Cn1cccc1Cc1nnc(SCC(=O)Nc2nc3ccccc3s2)n1CCc1ccccc1	112	14	5	0.5	-8	7	1.0	8	x
CCn1c(=S)[nH]c2c(c1=O)C(C)(C)Cc1ccccc1-2	98	-4	-18	x	x	2	x	1	-4
COc1cccc(NC(=O)NNC(=O)COc2ccc3ccccc3c2)c1	81	22	-10	-1.2	-9	-15	0.1	-12	-3
CCCCCn1c(=O)[nH]c2cc(C(=O)NCCN3CCC(C)CC3)ccc2c1=O	112	8	-2	1.0	5	4	-0.1	3	x
ON=Cc1cccn1-c1ccccc1	101	5	6	1.0	-7	4	-0.1	-3	1
CCOc1ccc2[nH]c(=O)c(CN(Cc3nnnn3Cc3ccco3)C3CCCCC3)cc2c1	84	-17	-9	-2.0	-12	3	1.2	-20	2
COc1cccc(CNC(=O)C(C)n2ccc3cc(S(=O)(=O)N4CCCC4)ccc32)c1 (stereo unspecified)	97	-11	7	4.5	-7	0	6.5	1	-9
Nn1c(-c2ccc(O)cc2)nnc1-c1ccc(O)cc1	112	x	-10	0.7	1	0	0.8	3	-4
COCCNC(=S)N1CCN(c2nc(-c3ccc(Cl)cc3)cs2)CC1	103	12	6	5.3	-10	3	4.2	1	-8
CN1c2ccsc2C(=O)/C(=C\Nc2cccc(C(F)(F)F)c2)S1(=O)=O	94	2	-9	0.4	-6	3	0.7	-10	-3
CC(C)NC(=O)C(c1ccc(F)cc1)N(C(=O)CCC(=O)Nc1ccccn1)c1ccccc1F (stereo unspecified)	106	17	-15	0.9	2	0	0.5	3	-5
O=C(NCc1cccs1)C1CC(c2ccc(Cl)cc2)=NO1 (stereo unspecified)	92	2	14	2.5	-5	5	3.9	-3	-7
Cn1ncc(Br)c1C(=O)NC1C2CC3CC(C2)CC1C3 (stereo unspecified)	95	33	18	-2.0	-3	3	-0.7	-3	-6
COc1ccc(NC(=O)CN2CCN(CC(=O)Nc3ccc4c(c3)OCO4)CC2)cc1	86	6	12	-1.9	-11	-3	-1.9	-10	1
COc1ccc(S(=O)(=O)N2CCN(C(=O)COc3ccc4c(C)cc(=O)oc4c3)CC2)cc1	93	15	-1	x	x	3	x	-6	-3
Cc1ccccc1OCCn1cc(C=O)c2ccccc21	101	1	6	12	-20	10	9.2	4	-13
CCOc1ccc2[nH]cc(C(=O)NCCc3ccccc3)c(=O)c2c1	109	11	-6	-1.8	-7	-13	1.3	4	-6
